Screens: PubChem, Sanford-Burnham Center for Chemical Genomics
H9c2 TAG inh: inhibitors of triacylglycerol accumulation; H9c2 cells, Nile Red lipid (TAG) fluorescence; cells loaded with 200 µM oleic acid; inhibition, % at 12.5 µM; 230,000 tested, 0.66% active;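 active = pattern-corrected inhibition of lipid staining of at least 50% with the nuclear-stain viability signal not falling by more than 50%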;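 also: 0% = DMSO wells and 100% = triacsin C control wells; some results filed as inactive read as strong as hits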
H9c2 TAG inh DAPI viability: recorded beside H9c2 TAG inh, whose call it bears; DAPI nuclei signal change (viability), lower = more cytotoxic, %;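 whole-well DAPI fluorescence read on a plate reader as a viability signal; minus 50 percent equals half of cells still viable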
* = called active by the depositor. A portion of the library (hit frequency here may not be typical).

compound | H9c2 TAG inh DAPI viability | H9c2 TAG inh
O=C(Nc1ccc(Cl)cc1)N1CCC(c2ccccc2)C1 (stereo not given) | -10 | 2
O=C(COc1ccccc1Cl)Nc1ccc2[nH]c(=O)[nH]c2c1 | 1 | 10
CCOC(=O)C1(Cc2cccc(Cl)c2)CCCN(C(=O)CCN2CCCC2=O)C1 (stereo not given) | -3 | -10
CCNc1nc(NCC)n2c(SCC(=O)Nc3ccccc3Cl)nnc2n1 | -9 | 12
CCN(CC)C(=O)Nc1ccc(Br)cc1 | -5 | 3
COc1ccc2nc3c(cc2c1)c(NC(=O)c1cccs1)nn3CC(C)C | 19 | -6
COc1cc(C)ccc1OCCCCOc1ccccc1C(C)=O | 13 | -42
COc1ccc(NC(=O)c2cccc(S(=O)(=O)NCc3ccco3)c2)c(OC)c1 | -4 | -18
CN(c1ccc(C(=O)NC2CC2)cc1)S(=O)(=O)c1ccccc1 | 9 | -31
CCN(CCNC(=O)CCCn1nc(C)n2c(cc3sccc32)c1=O)c1ccccc1 | -15 | 0
CCc1nc2ccc(C(=O)NCc3ccccc3OC)cn2c1N(CC)CCN(C)C | -5 | 8
COc1ccc(/C=C/C(=O)c2cc3cccc(OC)c3oc2=O)cc1 | -1 | 0
CCn1c(SCC(=O)NC2CC2)nnc1-c1ccc(OC)cc1 | -5 | -2
CC(=O)c1cccc(NC(=O)NC(C)c2ccncc2)c1 (stereo not given) | 5 | -26
CCOC(=O)CNC(=O)CSc1nc(N(C)C)nc(N2CCOCC2)n1 | -13 | 7
CN1C(=O)C(N=Nc2ccccc2C(=O)O)N(C)C1=S (stereo not given) | 4 | 14
CC(=O)NCCNc1nc2cc(-c3cc(F)ccc3C)sc2c(=O)n1C | -6 | 7
Cn1c(=O)[nH]c(=O)c2c1nc1n2CCCN1Cc1ccccc1 | 8 | -43
Cc1ccc(N(CC(=O)NCc2ccco2)C(=O)CCC(=O)Nc2nccs2)cc1 | -3 | -4
CCCCNCCOCCOc1ccc(F)cc1 | -11 | 13
COC(=O)C1CCN(C(=O)c2cc(-c3ccc(Cl)s3)nc3ccccc23)CC1 | 19 | -23
Brc1ccc(-c2noc(COc3ccc4ccccc4c3)n2)o1 | 2 | 2
Cc1cc(N2CC(C(=O)O)CC2=O)ccc1Br (stereo not given) | -1 | 0
COc1ccc(CC(=O)Nc2ccc(S(=O)(=O)Nc3cc(C)on3)cc2)cc1 | 3 | 6
COc1ccc(C(=O)NCc2ccc3c(c2)OCO3)cc1S(=O)(=O)N(C)Cc1ccccc1 | 5 | -8
Oc1ccc(C[C@H]2CNCCN2CCCCC2CCCCC2)cc1 | -24 | 44
CC(C)=CCCC(C)CN1CCC(n2nccc2NC(=O)c2cccnc2)CC1 (stereo not given) | 3 | -12
Cc1ccccc1CNC(=O)c1ccccc1C(=O)O | -8 | -10
CSC[C@H]1CN(Cc2ccccc2)C(=O)[C@@H]1CC(=O)Nc1ccccc1 | -7 | 8
COC(=O)Cn1ncc2c3ccccc3n(Cc3ccccc3)c2c1=O | 3 | 19
OC[C@@H]1CN(Cc2ccco2)C[C@H](n2cnc3c(NC4CCC4)ncnc32)O1 | -11 | 8
N#Cc1ccc(C(=O)Nc2nc(SCc3ccc(Cl)cc3)n[nH]2)cc1 | 2 | 5
CCC1(c2ccccc2)NC(=O)N(CC(=O)NNC(=O)COc2ccc(Cl)cc2C)C1=O (stereo not given) | -3 | -1
CCc1ccccc1NC(=O)CSc1nc2cc(C(=O)NCC3CCCO3)ccc2c(=O)n1CC1CCCO1 (stereo not given) | 1 | -6
C#CCOCCOCCOCCNc1nc(N2CCN(C(=O)[C@H](CCCCN)n3cc(CN)nn3)CC2)nc(N2CCN(C(=O)[C@H](CCC(=O)O)n3cc(CN)nn3)CC2)n1 | 12 | 0
CC(=O)NS(=O)(=O)c1cccnc1Nc1ccc(Cl)c(Cl)c1 | -4 | 9
Cc1c(Cl)cccc1NC(=S)NCc1ccc(Cl)cc1 | -7 | -31
CCCCC(=O)NN(C)c1nc(-c2ccccc2)nnc1C(F)(F)F | -4 | 15
CCOc1ccc(-c2ccc(SCC(=O)Nc3nnc(CC)s3)nn2)cc1 | 2 | 18
O=C(NCCO)/C(=C/c1cccc([N+](=O)[O-])c1)NC(=O)c1ccco1 | -10 | -10
Cc1c(Cl)cccc1N(CC(=O)NC1CCCCC1)S(C)(=O)=O | -2 | 23
Cc1cc(NC(=O)CCC(=O)N(Cc2ccco2)C2(C(=O)NC3CCCCC3)CCN(C)CC2)no1 | -15 | 25
C[C@]12c3[nH]c4ccccc4c3CCN1C(=O)C(CC(=O)NCCN1CCOCC1)C[C@@H]2C(=O)N1CCCCC1 (stereo not given in full) | 6 | -3
O=C(COC(=O)c1ccc2c(c1)OCO2)NCc1ccc(Cl)cc1 | -2 | -14
COc1cccc(CC2(CO)CCN(CC3=CC[C@H]4C[C@@H]3C4(C)C)CC2)c1 | -8 | 8
O=C(CSc1n[nH]c(=O)n1-c1ccccc1)Nc1ccccc1C(F)(F)F | 4 | 6
COc1cc(OC)c(OC)cc1CNCCSc1nnnn1C | 12 | -8
O=C(Nc1ccccc1Cl)Nc1cccc2cccnc12 | 3 | 20
O=C(NCC1CCCCC1)c1ccc2sc([C@H]3C[C@H](O)[C@@H](CO)O3)nc2c1 | 2 | -9
COc1ccc(-c2noc(CCC(=O)N3CCN(c4cccc(C)c4C)CC3)n2)cc1 | -7 | -8
COc1cc(NC(=O)Cc2ccc(OC)c(S(=O)(=O)N3CCOCC3)c2)c(OC)cc1Cl | -10 | -4
COCCNC(=O)NC(=O)COC(=O)c1cccn1C | 5 | 4
O=C1C2C3C=CC(C4CC34)C2C(=O)N1/N=C/c1cccs1 (stereo not given) | 9 | -25
CN(C)c1ccc(CNC(=O)C2Cc3c(-c4ccccc4Oc4ccccc4)ccnc3O2)cc1 (stereo not given) | 2 | 6
CC(=O)c1c(C)[nH]c(C(=O)OCC(=O)Nc2cc(C)on2)c1C | 7 | -2
COc1ccc(OC)c(Nc2nc(NCc3ccco3)nc(N)c2[N+](=O)[O-])c1 | 8 | -7
CC(C)CCNC(=O)c1cc2c(s1)-c1ccccc1S(=O)(=O)C2 | -2 | 20
O=C(C1CCCO1)N1CCN(c2ccccn2)CC1 (stereo not given) | -1 | 0
CCOC(=O)c1c(N/C=C(\C#N)c2nc(-c3ccc(OC(C)=O)cc3)cs2)sc2c1CCC2 | -4 | 21
CC(=O)c1c(C)[nH]c(C(=O)CSc2nnc(-c3ccco3)o2)c1C | 7 | -19

(further entries)
compound | H9c2 TAG inh DAPI viability | H9c2 TAG inh
COCCCNC(=S)NNC(=S)Nc1cccc(Cl)c1 | 0 | -18
COc1ccc(Oc2nc3c(c(=O)n(C)c(=O)n3C)n2Cc2cccc(OC)c2)cc1 | -12 | 6
CCC1=C2CC[C@H]3C(=O)N(C)C(=O)[C@H]3[C@H]2[C@@]2(Cc3ccccc3)C(=NCC(=O)OC)OC(=O)N2C1=O | -9 | -8
CC1(C)CNc2cc([N+](=O)[O-])ccc2S1 | -1 | -1
Cc1ccc(NS(=O)(=O)c2ccc(C(=O)N3CCCN(C)CC3)cc2)cc1 | -13 | 4
Cc1ccc2c(c1C)C(=O)C(=O)N2 | -5 | 3
Cc1cc(C)c(C2=CSC3=NS(=O)(=O)CCN23)c(C)c1 | -6 | -10
COc1ccccc1NS(=O)(=O)c1ccc(C(=O)NCC(c2ccccc2OC)N(C)C)cc1 (stereo not given) | 8 | 18
CCN(CC)CCC(c1ccc(N(C)C)cc1)c1c(OC)cc(OC)c2c(-c3ccccc3)cc(=O)oc12 (stereo not given) | -18 | 30
CCCNC(=O)c1cc(C2CCCCN2C(=O)c2ccc3c(c2)CCO3)on1 (stereo not given) | -3 | -1
COc1ccc(C(=O)COC(=O)c2cc(=O)[nH]c3ccccc23)c(OC)c1 | 0 | 4
COC(=O)c1sccc1NC(=O)CC1C(=O)NCCN1C(=O)c1ccc(F)cc1 (stereo not given) | -3 | -14
COc1ccccc1OCC(=O)NNC(=O)c1ccc2c(=O)n3c(nc2c1)CCC3 | -6 | 40
COC(C[C@H](O)[C@@H](C)[C@@H](O)COCc1ccccc1)OC | -9 | 3
O=C(Cn1c(=O)oc2cc(S(=O)(=O)N3CCc4ccccc43)ccc21)NC1CCCC1 | -5 | -22
CCOC(=O)C1CCN(S(=O)(=O)c2c(C)n[nH]c2C)CC1 | -2 | -3
COc1ccc(N2CCN(c3ccc(N)cc3C#N)CC2)cc1 | -11 | 8
COC(=O)CN1C(=O)Nc2ccc(Br)cc2C1c1ccccc1Cl (stereo not given) | -3 | 4
Nc1ccccc1SC(CC(=O)c1ccccc1)c1cccc([N+](=O)[O-])c1 (stereo not given) | -3 | 4
Cc1ccc(S(=O)(=O)N2CCC(=O)N(C(COCc3cccc(C)c3)C(C)C)CC2)cc1 (stereo not given) | -6 | 8

The last three compounds of the part before lead into the next.
compound | H9c2 TAG inh DAPI viability | H9c2 TAG inh
COC(=O)CN1C(=O)Nc2ccc(Br)cc2C1c1ccccc1Cl (stereo not given) | -3 | 4
Nc1ccccc1SC(CC(=O)c1ccccc1)c1cccc([N+](=O)[O-])c1 (stereo not given) | -3 | 4
Cc1ccc(S(=O)(=O)N2CCC(=O)N(C(COCc3cccc(C)c3)C(C)C)CC2)cc1 (stereo not given) | -6 | 8
O=C(NCc1nnc(SC/C=C/c2ccccc2)o1)c1ccco1 | -7 | 8
Cc1onc(-c2ccccc2)c1C(=O)Nc1ccc2c(C)cc(=O)oc2c1 | 8 | -2
Cc1ccccc1NC(=O)Nc1ccccc1C(=O)NCc1ccccc1 | -2 | -9
Nc1cccc2nc3ccccc3cc12 | -63 | 123
Cc1ccc(C(=O)n2nc(-n3cccc3)c3c(C)cc(C)nc32)cc1 | -10 | -7
Cc1ccc(SCCNC(=O)c2ccc([N+](=O)[O-])c(C)c2)cc1 | 10 | -6
OCCn1c(SC2CCCCC2)nc2ccccc21 | -3 | -29
COc1ccc(NC(=O)CCCc2c[nH]c3ccccc23)cc1OC | 2 | -9
CC(C)(C)c1ccc(CC(=O)N2CCC2(C)C(=O)NS(=O)(=O)c2ccccc2)cc1 (stereo not given) | -9 | 1
COc1cc(C(=O)NNC(=O)COc2ccc(Br)cc2)ccc1OCC(=O)N1CCOCC1 | -5 | 1
CCCN(CC(=O)Nc1ccccc1C)C(=O)c1ccc2c(c1)S(=O)(=O)N=C1CCCCCN12 | 9 | 5
Cc1nn2c(-c3ccncc3)ccnc2c1Cl | -4 | 1
Nc1ccc(N2CCOCC2)c(S(=O)(=O)Nc2ccccc2Cl)c1 | -3 | -32
CC(=O)c1c(C)[nH]c(C(=O)NCCc2ccc(Cl)cc2)c1C | -7 | 10
Cc1ccc(C)c(NC(=O)CCN2CC(C)OC(C)C2)c1 (stereo not given) | 4 | 2
Cc1nn(-c2ccccc2)c(C)c1/C=N/NC(=O)c1cnccn1 | -1 | -2
CN1CCN(c2c([N+](=O)[O-])cnc3ccccc23)CC1 | 0 | 13
COc1cc(OC)cc(C(=O)NNC(=O)CNC(=O)c2cccs2)c1 | 0 | 6
O=C(Nc1ccc2c(c1)CCCN2C(=O)c1ccco1)c1cc([N+](=O)[O-])ccc1Cl | 3 | -2
CC(C)(C)c1ccc(S(=O)(=O)NC(=O)C2(C)CCN2C(=O)CC2CC2)cc1 (stereo not given) | 6 | 1

Looked up one by one from the entries so far, 2 records:
compound | H9c2 TAG inh DAPI viability | H9c2 TAG inh
CN1CCN(c2c([N+](=O)[O-])cnc3ccccc23)CC1 | 0 | 13
COc1cc(C(=O)NNC(=O)COc2ccc(Br)cc2)ccc1OCC(=O)N1CCOCC1 | -5 | 1

(cont.)
compound | H9c2 TAG inh DAPI viability | H9c2 TAG inh
Cc1cc(NC(=O)c2ccc([N+](=O)[O-])cc2)n(C)n1 | 5 | -4
CN(C)S(=O)(=O)c1ccc(NC(=O)c2ccc([N+](=O)[O-])cc2)cc1 | 21 | -8
O=C(Nc1ccc(-n2cnnn2)cc1)c1cccc(S(=O)(=O)N2CCCC2)c1 | 1 | -8
Cc1ccc(C(=O)COC(=O)c2ccco2)cc1C | -1 | -2
CC(C(=O)N1CCOCCOCCOCCOCCOCC1)N1C(=O)c2ccccc2C1=O (stereo not given) | -5 | -4
Cc1cc2c(cc1S(=O)(=O)N(C)C1CCCCC1)OCC(=O)N2 | -1 | -18
CC1CCN(S(=O)(=O)c2ccc3nc(-c4ccccn4)cc(C(=O)NCCN(C)Cc4ccccc4)c3c2)CC1 | 6 | 24
O=C(CSc1nnc(NC(=O)c2ccccc2F)s1)NCc1ccc(F)cc1 | 2 | -9
Cc1ccc(NC(=S)N(CCCN2CCCC2)Cc2cccn2Cc2ccc(Cl)cc2)cc1 | 1 | 15
O=C(CSC1CC(=O)N(c2ccc(C(=O)O)cc2)C1=O)Nc1ccc(Cl)cc1 (stereo not given) | 8 | -6
CC1=C(C(=O)Nc2ccccn2)C(c2ccccc2)n2ncnc2N1 (stereo not given) | 9 | 10
COC(=O)CSc1ncnc2c1cnn2-c1ccc(C)cc1C | -8 | 5
CC1CCCC(C)N1C(=O)COC(=O)c1cncc(Br)c1 (stereo not given) | 0 | 3
COc1ccc(-c2csc(Nc3ccc(O)cc3)n2)cc1 | -14 | 10
COc1cc2cc(CCOC(=O)N3CCCCC3)oc(=O)c2cc1OC | 3 | -13
Cc1cc(=O)oc(C)c1C(=O)NCCNC(=O)c1c(C)cc(=O)oc1C | 1 | -8
CC(=O)Nc1cccc(NC(=O)CSc2ncc(C(=O)Nc3ccc(F)cc3)c(=O)n2C)c1 | 1 | 8
CSc1nc(O)cc(=O)n1-c1ccc(F)cc1 | 8 | -1
CCSc1nnc(NC(=O)c2ccco2)s1 | -1 | -10
Nc1ccc(-c2nc3ccc(N)cc3[nH]2)cc1 | 144 | 2
CCNc1ncnc2c1cnn2C1CCCO1 (stereo not given) | 0 | 4
COc1ccc(C(=O)Nc2nc3cc4c(cc3s2)OCCO4)c(OC)c1 | 8 | -1
CCOC(=O)c1cc2c(=O)[nH]c(C(Cl)(Cl)Cl)nc2o1 | 12 | -33
